Screening results deposited in PubChem BioAssay by several laboratories.
Measles CPE = protection of cells from measles virus | Measles virus-infected cells, CPE protection, absorbance | protection (pct of control), % at 4 µM | 1.5% of 140,000 active; in the data active means protection mostly above about 24%, no sharp cut-off; inactive means mostly below about 26%; further: some compounds called inactive have numbers as strong as hits
Phagocytosis inh = blocks phagocytosis by macrophages | J774A.1 macrophage IgG-bead phagocytosis, imaging | inhibition, % at 5 µM | 0.07% of 110,000 active;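 active means inhibition above the mean of the plate negative controls plus 5 SD, cut at about 13% in these data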;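 further: phagocytic index as fraction of beads internalized from green versus red external bead signal; plate controls were DMSO negative control for no effect and cytochalasin-D positive control for full effect; some results beyond the cut were filed as inactive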
BB579 growth dn = yeast BB579 growth reduction in restrictive medium | 0.51% of 140,000 active | AID 804 | inhibition, % at 10 µM | S. cerevisiae BB579 growth, OD615, 48 h;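 active means inhibition above a set limit, 3 SD over the mean compound inhibition, cut at about 44% in these data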; further: inactives centre near -24
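Assay system: S. cerevisiae DeaD strain BB579 yeast. Medium: CSMM-D restrictive synthetic medium containing dextrose (glucose). Times: 4 h cell preincubation, 48 h compound exposure, 30 °C humidified. Signal: OD615 turbidity measurement. Benchmarks: positive control amphotericin B 10 µg/mL.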
bCat KO growth = beta-catenin-lacking colon tumor cell growth suppression. HCT116 beta-catenin knockout viability, CellTiter-Glo, 60 h; active compounds read low. viability, % at 10 µM. 1.5% of 140,000 active. AID 818;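 active means viability at or under a set limit, the compound median less 4 SD, cut at about 6% in these data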;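 further: 0% = Hyamine 1622 control at 20 µM and 100% = untreated cell control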
Yeast lifespan up = yeast lifespan extension; S. cerevisiae growth with nicotinamide, OD615; deaD strain in restrictive glucose medium; inhibition of the nicotinamide effect, % at 10 µM; 0.68% of 130,000 active;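 active means inhibition above a set limit, placed 3 SD over the median of all compounds, cut at about 26% in these data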;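 further: 0% = nicotinamide-treated wells and 100% = cells grown without nicotinamide; some compounds called inactive have numbers as strong as hits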
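System: Modified budding yeast, DeaD strain | Buffer or medium: Restrictive glucose medium | Also added: 1.5 mM nicotinamide | Doses: 10 µM single point, 0.25% DMSO | Schedule: 48 h compound exposure at 30 °C, humidified | Detection: Absorbance at 615 nm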
GALR2 blocker = blocks the human galanin receptor 2; O43603; GALR2-expressing cells, antagonist mode; inhibition, % at 4 µM; 0.39% of 140,000 active; in the data active means inhibition above about 27%;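 further: cells stimulated with galanin 1-16 at roughly its EC80; 0% = agonist challenge control and 100% = basal control without agonist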
Target sequence (O43603 whole entry, looked up): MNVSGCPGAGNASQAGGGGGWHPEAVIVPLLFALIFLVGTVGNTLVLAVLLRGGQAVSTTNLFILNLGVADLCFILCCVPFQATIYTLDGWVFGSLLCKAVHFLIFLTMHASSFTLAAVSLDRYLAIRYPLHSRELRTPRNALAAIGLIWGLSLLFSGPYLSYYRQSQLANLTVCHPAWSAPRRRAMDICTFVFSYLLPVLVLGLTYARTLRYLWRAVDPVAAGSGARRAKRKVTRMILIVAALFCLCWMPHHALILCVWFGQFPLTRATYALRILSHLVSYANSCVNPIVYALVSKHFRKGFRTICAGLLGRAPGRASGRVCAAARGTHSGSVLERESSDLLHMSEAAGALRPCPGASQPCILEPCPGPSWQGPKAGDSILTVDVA
MRP1 act = MRP-1 activation; AID 799; 0.61% of 140,000 active; viability increase, % at 10 µM; H69AR cells + doxorubicin, viability rescue, CellTiter-Glo;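 active means viability gain under doxorubicin at or above a set limit, the compound median plus 3 SD, cut at about 4.7% in these data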;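 further: MRP-1 overexpressing cells given doxorubicin 25 µM after compound pretreatment; 18-22 h compound pretreatment then 72 h with doxorubicin before readout; 0% = doxorubicin-only wells and 100% = vehicle-treated cells without doxorubicin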
PTEN del growth = suppresses growth of cells with PTEN deletion; viability, % at 10 µM; HCT116 PTEN-null viability, CellTiter-Glo, 60 h; active compounds read low; 1.2% of 140,000 active;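 active means viability at or below a set limit, 4 SD under the median of all tested compounds, cut at about 3.7% in these data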;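 further: PTEN knockout HCT116 line with beta catenin targeted HCT116 as companion control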
NPY-Y2 antag = antagonists of human neuropeptide Y receptor Y2. P49146. NPY-Y2 expressing cells, antagonist mode. inhibition, % at 2.7 µM. 0.99% of 140,000 active; in the data active means inhibition above about 17%;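 further: 0% = vehicle with agonist challenge and 100% = reference antagonist with challenge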
Target sequence (P49146 whole entry, looked up): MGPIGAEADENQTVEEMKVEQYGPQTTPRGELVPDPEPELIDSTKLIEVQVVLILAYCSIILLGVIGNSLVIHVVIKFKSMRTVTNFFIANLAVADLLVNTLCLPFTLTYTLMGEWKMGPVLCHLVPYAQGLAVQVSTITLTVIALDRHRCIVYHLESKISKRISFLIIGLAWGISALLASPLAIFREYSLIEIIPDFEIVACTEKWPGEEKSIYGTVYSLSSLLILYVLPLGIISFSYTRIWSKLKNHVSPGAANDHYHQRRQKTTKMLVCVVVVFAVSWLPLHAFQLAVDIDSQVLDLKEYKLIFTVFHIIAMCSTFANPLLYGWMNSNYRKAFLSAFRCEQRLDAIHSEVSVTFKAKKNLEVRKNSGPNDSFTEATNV
E-sel TNF inh = TNF alpha driven E-selectin expression inhibition; HUVEC TNFa-induced E-selectin immunofluorescence, high content; inhibition, % at 2 µM; 0.71% of 120,000 active; AID 1246;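 active means inhibition above the batch mean plus 3 SD, and confirmed as a hit on visual image review, cut at about 43% in these data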;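 further: 0% = TNF-stimulated DMSO wells and 100% = unstimulated control wells; not every result past the cut was called active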
* = called active by the depositor; . = not tested or not shown.

SMILES	Measles CPE	Phagocytosis inh	BB579 growth dn	bCat KO growth	Yeast lifespan up	GALR2 blocker	MRP1 act	PTEN del growth	NPY-Y2 antag	E-sel TNF inh
COc1ccccc1N1CCN(S(=O)(=O)c2cn(C)c(=O)n(C)c2=O)CC1	35	-1	-62	102	-8	4	-1.2	115	1	.
COc1ccc2cc3cc(C(=O)NCCN4CCc5ccccc5C4)sc3nc2c1	15	-7	-59	80	0	-5	-1.1	83	1	.
Cn1cccc1/C=N/n1c(-c2ccccc2)n[nH]c1=S	19	.	-2	94	-6	6	-1.0	101	1	-21
O=S(=O)(Nc1nc2ccccc2nc1N1CCc2ccccc2C1)c1ccc(Cl)cc1	10	-6	-38	73	6	5	-1.8	67	3	.
CCc1nnc(NC(=O)C2c3ccccc3Oc3ccccc32)s1	4	.	1	60	.	-4	-4.4	65	4	-18
Cc1oc2c(c1C(=O)Nc1ccc(C(=O)O)cc1)CCCC2	15	4	-12	93	-9	-6	-1.9	93	4	1
COC(=O)CSc1nc2cc(C)ccc2cc1C#N	31	0	9	85	-11	8	-0.9	81	4	-4
CN1CCN(Cc2cccc(Oc3ccc(Cl)cc3)c2)CC1	5	-2	-16	65	0	0	-2.1	71	6	9
COC(=O)c1c(C)oc2ccc(N(C(=O)Oc3ccccc3)S(=O)(=O)c3ccc(Cl)c([N+](=O)[O-])c3)cc12	8	-9	-11	17	-1	4	-4.2	16	0	.
CCCCN1CN(S(=O)(=O)c2cccs2)c2nc3ccccc3nc21	4	2	11	97	-22	1	-0.8	81	1	-29
COc1ccc(-c2cc(C(=O)Nc3cnn(Cc4ccccc4C)c3)no2)cc1OC	2	.	-72	75	-22	4	-5.3	75	-1	78*
Cc1cccc(N=Cc2cc3c(cc2[N+](=O)[O-])OCO3)c1	19	.	-31	100	28	7	-3.0	91	-1	10
CCn1c(COc2ccccc2)nnc1SCC(=O)Nc1ccc2c(c1)OCCO2	12	0	-30	92	3	-10	-2.7	88	0	19
Cc1nn(C)c(C)c1CN(C)C(=O)c1nn2c(c1Br)NC(c1cccs1)CC2C(F)(F)F (stereo unspecified)	6	-2	-33	89	-4	0	-1.1	80	1	42
CCCCCC1CC(=O)N(Cc2ccc(Cl)cc2)C(=O)N1 (stereo unspecified)	20	-2	-50	71	-5	-1	-1.3	75	3	1
CC(C)(C)c1cc(C(C)(C)C)cc(S(=O)(=O)CCc2ccccn2)c1	1	-2	17	78	6	-1	-2.4	75	2	14
COc1ccc(CCN(C(=O)C(F)(F)F)C(C(=O)NC2CCCC2)c2cccs2)cc1OC (stereo unspecified)	14	-1	-42	82	-5	2	-1.1	92	5	-34
COc1ccc(N2C(=O)CC(SCCc3nc4ccccc4[nH]3)C2=O)cc1 (stereo unspecified)	5	.	14	99	-14	4	-2.1	108	-1	-55
Cc1[nH]n(-c2cccc(Cl)c2)c(=O)c1-c1ccc(Cl)cc1	0	.	-3	84	2	-10	0.1	81	-1	11
CCCCC(=Nc1ccc(N)cc1)C1=C(O)C(C(=O)OC)C(C)(C)CC1=O (stereo unspecified)	17	-1	-62	95	72*	-5	-1.7	106	-2	16
COc1ccccc1NC(=O)N1CCC(c2nc3cc(C)c(C)cc3[nH]2)CC1	20	.	-16	16	.	2	-6.5	14	3	4
O=C(N/N=C/c1c[nH]c2ccccc12)c1ccn(Cc2ccc(Cl)cc2)n1	6	.	-68	105	-15	22	-1.5	91	-2	-48
CCN1C(=O)/C(=C/c2ccc(C)s2)SC1=Nc1ccc(OC)cc1	8	4	-26	71	-11	-5	-1.4	73	3	-53
CS(=O)(=O)N1CCN(c2ccc(NC(=O)Cc3ccccc3)cc2)CC1	5	-1	-54	91	-1	-3	-0.9	97	7	-17
Cc1ccc(C(NC(=O)c2ccccc2)C(Cl)(Cl)Cl)cc1 (stereo unspecified)	22	-3	-26	84	2	0	-1.2	84	3	-14
CCCCOC(=O)Nc1cccc(Cl)c1C	32	-3	-27	101	-9	-2	-0.7	92	4	19
Cc1ccc(NC(=O)Cn2c(=O)cnc3ccccc32)cc1S(=O)(=O)N(C)C	18	-6	-23	79	-3	-13	-1.0	86	1	-18
N#C/C(=C1/CCCCCN1)c1nc2ccccc2s1	5	1	-68	90	-15	-5	-1.5	93	2	-14
Cc1ccc(S(=O)(=O)N(C)C)cc1NC(=O)C1CCCC1	24	-5	-24	92	1	3	-1.1	90	3	3
Cn1c(SCC(=O)C(C)(C)C)nnc1-c1cccnc1	15	0	-8	102	-11	3	-1.2	100	2	10
CCONc1ncnc2nonc12	6	-2	-48	93	10	-3	-0.2	101	-1	-17
COc1cc(CCN2C(=O)c3cccc4cccc(c34)C2=O)c(S(=O)(=O)NCCCO)cc1OC	11	0	-19	96	2	3	-2.0	97	1	.
O=C(/C=C/c1ccccc1)N1CCN(C(=O)c2ccco2)CC1	20	.	-17	96	.	7	-0.2	109	2	-12
Cn1c(=O)[nH]c(=O)c2c1nc(N(CCO)Cc1ccccc1)n2CCCc1ccccc1	11	0	-31	90	-4	-12	-5.0	83	3	19
O=C(Nc1ccc2c(c1)OCCO2)c1cccs1	9	-6	-2	86	-6	4	-0.1	80	-1	.
O=C(NNC(=O)[C@@H]1CCCC[C@@H]1C(=O)O)c1cccs1	8	.	-35	91	.	7	1.2	101	1	-1
Cn1c(=O)c2c(nc(Br)n2CCSc2nc3ccccc3o2)n(C)c1=O	10	.	-46	75	-18	6	-2.0	78	0	-4
COc1ccc(-c2csc3[nH]c(=S)n(-c4ccccc4)c(=O)c23)cc1OC	13	-8	-41	99	-1	-6	-1.6	94	3	.
CCCCCC(=O)Nc1cc(N(C)C)nc2ccccc12	23	1	-4	34	-24	10	-5.0	40	6	-57
CC(C)OCCCNC(=O)CN1C(=O)CC(C)(C)S(=O)(=O)c2ccccc21	14	0	-32	109	-3	-2	-1.0	102	3	-25
O=C(COC(=O)C12CC3CC(CC(C3)C1)C2)N1CCN(S(=O)(=O)c2ccccc2)CC1	8	0	-18	83	18	-9	-2.5	86	1	.
CC1CC(c2ccccc2)n2nc(NC(=O)c3ccco3)nc2N1 (stereo unspecified)	4	-2	-25	93	-2	5	-0.1	92	-4	3
O=C(O)c1ccccc1C(=O)Nc1ccc(S(=O)(=O)NC2CCCCC2)cc1	3	-4	-46	92	3	0	0.7	90	2	15
COc1ccccc1NC(=O)N1CCCC1C(=O)NC1CCCCC1 (stereo unspecified)	4	-1	26	98	-2	-2	-1.6	100	3	1
CCn1c(C)cc(/C=C2\NC(=O)N(Cc3ccc(Cl)cc3)C2=O)c1C	20	.	-14	82	-7	-19	9.5*	83	-2	2
CN(C(=O)COC(=O)CNS(=O)(=O)/C=C/c1ccccc1)C1CCS(=O)(=O)C1 (stereo unspecified)	2	-1	-19	87	-12	10	0.8	88	0	-2
CCC(=O)Nc1ccccc1C(=O)OCC(=O)Nc1ccc(S(N)(=O)=O)cc1	7	-1	-57	96	-12	-5	-0.5	100	0	15
CC(C)N1C(=O)C2ON(c3ccccc3)C(c3cccs3)C2C1=O (stereo unspecified)	7	1	-40	93	-5	-1	-4.1	95	6	37
CCOC(=O)c1cnn(-c2ccccc2)c1-n1cccc1C(=O)C(=O)Nc1ccc(OC)cc1	17	.	-44	68	-5	13	1.4	66	7	-24
O=C(Nc1cc(S(=O)(=O)Nc2ccc(Cl)cc2)ccc1N1CCCCC1)c1ccc(F)cc1	9	-13	-22	34	-5	-14	-4.0	21	3	-24
CC(=O)c1ccc(NC(=O)CCSCCC(=O)Nc2ccc(C(C)=O)cc2)cc1	13	0	-35	81	-6	-3	-3.7	97	0	2
CCn1c(C(C)NC(=O)c2ccc(C)cc2)n[nH]c1=S (stereo unspecified)	13	.	-51	88	4	-8	-0.5	100	0	-6
COC(=O)CNC(c1ccccc1)c1cc(Br)ccc1NS(=O)(=O)c1ccccc1 (stereo unspecified)	22	-4	-16	86	7	-6	-1.6	89	17	.
CCOC(=O)c1c(NC(=O)CS(=O)(=O)c2cn(CC)c3ccccc23)sc2c1CCCCC2	7	.	-32	93	6	-8	-1.3	93	6	-30
Cc1nc2ccccc2n1S(=O)(=O)N(C)C	6	-2	-36	102	-9	10	0.4	102	0	.
C/C(CC(=O)NCc1ccco1)=N\NC(=O)C(c1ccccc1)c1ccccc1	11	.	-41	94	-7	3	-1.5	104	3	20
CCOc1cc2nc(-c3ccc(OC)c(OC)c3)nc(N3CC(C)OC(C)C3)c2cc1OC (stereo unspecified)	7	4	-45	91	-21	-10	-4.4	88	0	-19
COc1cc(NS(=O)(=O)c2ccc(NC(=O)CSC3=NCCS3)cc2)nc(OC)n1	6	-1	-46	90	-18	2	-0.8	103	1	25
COc1cc(C2C(C#N)=C(N)Oc3n[nH]c(-c4ccncc4)c32)cc(OC)c1OC (stereo unspecified)	11	.	-1	99	0	1	-1.4	99	3	-8
Cc1cc2ncn(CC(O)COc3cccc(C(=O)O)c3)c2cc1C (stereo unspecified)	34	2	-2	83	-20	2	-3.6	93	0	15

Going on with the list:
SMILES	Measles CPE	Phagocytosis inh	BB579 growth dn	bCat KO growth	Yeast lifespan up	GALR2 blocker	MRP1 act	PTEN del growth	NPY-Y2 antag	E-sel TNF inh
Cc1ccc(C)c(NC(=O)c2ccccn2)c1	4	1	-42	96	-10	-8	-0.8	96	2	-5
O=c1c2ccccc2nnn1CSc1nnc2ccccn12	4	-1	-9	98	-5	2	-1.1	95	1	.
COC(=O)c1cccc(S(=O)(=O)N2CCOCC2)c1	3	-2	-4	94	-4	-4	-0.2	99	-1	.
C/C(CC(=O)NCCCN1CCOCC1)=N\NC(=O)COc1ccc(C)cc1	14	-5	-24	101	4	-9	-0.2	96	0	.
Oc1cc(NCc2cccnc2)ccc1-c1nc2ccccc2o1	7	-2	-19	52	-19	-6	5.0*	49	0	9
Cc1csc(Cn2c(CN(C)C)nc3ccccc3c2=O)n1	4	-1	-88	109	8	-5	-1.3	105	-1	-42
COc1cccc(/C(C#N)=C/c2c(-c3ccc(Cl)cc3)nc3c(C)cccn23)c1	18	0	-8	72	3	-3	0.1	57	2	.
CS(=O)(=O)N(CC(=O)N1CCCCC1)c1sc2c(c1C#N)CCCC2	3	.	-5	85	-12	6	-1.1	70	-2	-7
C=CCc1cccc(/C=N/NC(=O)CNc2ccccc2)c1O	6	-1	-31	3.7*	-12	-3	0.2	3.0*	-1	-6
COCCN(C(=O)c1ccccc1)c1nnc(-c2cccnc2)s1	8	.	-64	92	0	-13	-0.7	104	0	-22
CC(C)NCCOCCSc1ccc(Cl)cc1	0	-3	-30	86	3	5	-0.4	87	5	30
CCCN1C[C@H](CSC)C[C@@H]2c3cccc4[nH]cc(c34)C[C@H]21	20	.	-22	82	5	4	-1.3	88	10	.

Whole records, quoted from the list. Order of screens: Measles CPE	Phagocytosis inh	BB579 growth dn	bCat KO growth	Yeast lifespan up	GALR2 blocker	MRP1 act	PTEN del growth	NPY-Y2 antag	E-sel TNF inh
CCn1c(C)cc(/C=C2\NC(=O)N(Cc3ccc(Cl)cc3)C2=O)c1C reads 20	.	-14	82	-7	-19	9.5*	83	-2	2
CC(C)NCCOCCSc1ccc(Cl)cc1 reads 0	-3	-30	86	3	5	-0.4	87	5	30
